Compound activity (PubChem)
GPR55 antagonists – GPR55 antagonists blocking LPI-driven arrestin recruitment, primary screen, imaging, U2OS, beta-arrestin-GFP, LPI agonist (AID 2013) | U2OS GPR55 beta-arrestin-GFP translocation imaging, LPI antagonism; higher % means a stronger effect | one-dose inhibition, % at 10 µM; IC50 in µM for titrated hits | 0.13% of 290,000 active;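 active means spots per cell inhibited over 60%, with over 100 cells counted and total cytoplasm intensity under 500,000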;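 further: U2OS cells stably carrying GPR55 and arrestin-GFP stimulated by 5 µM LPI near EC80; imaged beta-arrestin-GFP aggregate spots per cell after agonist stimulation; plate controls were LPI-stimulated DMSO wells for no effect and DMSO wells without LPI for full effect; some results filed as inactive read as strong as hits; confirmed hits need IC50 under 10 µM and bright autofluorescent wells are also inconclusive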
HIV peptide binding – cell-free HIV fusion peptide-binding blockers – biochemical, uHTS, fluorescence dequenching, primary screen (AID 1986); 0.3% of 290,000 active; inhibition, % at 20 µM, or IC50 in µM where a hit was titrated; cell-free peptide binding, fluorescence dequenching, 30 min; higher % means a stronger effect; in the data active means inhibition mostly above about 52%, no sharp cut-off; inactive means mostly below about 76%; further: some results filed as inactive read as strong as hits
NOD1 NF-kB reporter – NOD1 signaling inhibitors, primary screen, cell-based, luminescence, uHTS (AID 1578). NOD1-driven NF-kB luciferase reporter cells, luminescence; higher % means a stronger effect. one-dose inhibition, % at 4 µM; EC50 in µM for titrated hits. 1% of 290,000 active; in the data active means inhibition mostly above about 36%, no sharp cut-off; inactive means mostly below about 34%;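 further: HEK-293T reporter cells stimulated with the NOD1 agonist gamma-tri-DAP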
GPR35 antagonists – GPR35 antagonists blocking zaprinast-driven arrestin recruitment, primary screen, imaging, U2OS, beta-arrestin-GFP, zaprinast agonist (AID 2058) | U2OS GPR35 beta-arrestin-GFP translocation imaging, zaprinast antagonism; higher % means a stronger effect | inhibition, % at 10 µM; hits with a dose series show IC50 in µM | 0.052% of 290,000 active;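 active means inhibition of at least 50% with at least 30 cells and total cytoplasm GFP at most 10,000,000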
KOR beta-arrestin-1 – kappa opioid receptor activators – cell-based, luminescence, uHTS, primary screen (AID 1777). activation, % at 10 µM; hits with a dose series show EC50 in µM. 0.02% of 280,000 active. KOR beta-arrestin recruitment, luminescence; higher % means a stronger effect; in the data active means activation above about 50%, passing the limit was not always enough; further: a part of the inactive calls stands beside numbers as strong as those of hits
KOR beta-arrestin-2 – KOR antagonists, beta-arrestin recruitment, cell-based, luminescence, uHTS (AID 1778); inhibition, % at 10 µM; hits with a dose series show IC50 in µM; 0.091% of 290,000 active; KOR beta-arrestin recruitment, luminescence, antagonist mode; higher % means a stronger effect; further: strong numbers were not always called active
GPR55 activation – selective activators of receptor GPR55 – imaging, U2OS cells, beta-arrestin-GFP redistribution, primary screen (AID 1961); activation, % at 10 µM; hits with a dose series show EC50 in µM; 0.048% of 290,000 active; U2OS GPR55 beta-arrestin-GFP redistribution imaging; higher % means a stronger effect;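 active means activation above 40% with more than 50 cells counted in the well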;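 further: U2OS osteosarcoma cells stably expressing GPR55 and beta-arrestin-GFP; plate controls were DMSO negative control for no effect and LPI positive control for full effect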
Myeloid diff 2 – myeloid differentiation induction | ER-HoxA9 myeloid progenitors, lysozyme-GFP differentiation, flow cytometry | calls only at 10 µM | 1% of 360,000 active;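 active means normalized GFP-positive differentiation at or above the plate's own cutoff, the solvent-only control mean plus 3 SD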;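 further: cells exposed to compound for four days before flow analysis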
HEK293 NOD2/NF-kB – NOD2 signaling inhibitors, cell-based, luminescence, uHTS, HEK293 (AID 1566) | HEK293 NOD2/NF-kB luciferase reporter, luminescence; higher % means a stronger effect | inhibition, % at 4 µM; hits with a dose series show EC50 in µM | 0.63% of 290,000 active; further: many of its hits are not listed in these tables
Myeloid diff 2 GFP+ MAC1+ % – second read-out of Myeloid diff 2, no call of its own (marks repeat the call); GFP+ MAC1+ double positive, %; measured here: differentiation confirmed by MAC1 staining
* marks the source's active call; other numbers are inactive results; i = inactive; x = not tested or not shown; + = active, no number; [ ] = dose if it differs, or a comment. Unless noted, no stated cut-off is given here; in the data, active means inhibition above about 50%; inactive means the rest. A portion of the library (hit frequency here may not be typical).

SMILES	GPR55 antagonists	HIV peptide binding	NOD1 NF-kB reporter	GPR35 antagonists	KOR beta-arrestin-1	KOR beta-arrestin-2	GPR55 activation	Myeloid diff 2	Myeloid diff 2 GFP+ MAC1+ %	HEK293 NOD2/NF-kB
O=C(O)CC(c1ccc(Cl)cc1)N1Cc2ccccc2C1=O (centres undefined)	-8%	-1.4%	4%	-10%	-3.5%	48%	-0.1%	i	0.6	-26%
COC(=O)C1=C(CSc2nncn2C)NC(=O)NC1c1ccc(F)cc1 (centres undefined)	27%	16%	-39%	-1%	0.2%	11%	-0.1%	i	1.4	1%
Cn1c(=O)c2c(nc(CN3CCN(c4ccccc4)CC3)n2CCN2CCOCC2)n(C)c1=O	-5%	18%	-9%	-7%	x	x	-0.2%	x	x	14%
COc1ccccc1C(=O)n1nc(-c2ccc(Cl)cc2)nc1N	11%	-1.7%	x	-8%	-2.2%	20%	-0.1%	i	2.0	-2%
CC(C)C(C)NC(=O)CSc1nc2scc(-c3ccco3)c2c(=O)n1-c1ccccc1 (centres undefined)	1%	24%	4%	-9%	4.3%	-10%	0.3%	i	0.2	-5%
CC(=O)c1sc(-c2ccc(F)cc2F)nc1C	3%	0.4%	-4%	5%	2.4%	21%	0.9%	i	0.7	-1%
CCc1nnc(NC(=O)C2CCCN2S(=O)(=O)c2ccc(C)cc2)s1 (centres undefined)	12%	-0.4%	-5%	-4%	-4.6%	1%	-0.2%	i	1.8	13%
CCCCC(=O)N/C(N)=N/c1nc2ccccc2o1	-9%	7.5%	-3%	7%	5.9%	6%	-0.2%	i	0.2	28%
CS(=O)(=O)c1ccc(NC(=O)c2cccc(S(=O)(=O)N3CCN(Cc4ccccc4)CC3)c2)cc1	8%	0.6%	-9%	0%	-0.1%	14%	-0.1%	i	1.1	35%
CSC1=N/C(=C\c2ccccc2F)C(=O)S1	2%	-1.9%	-11%	4%	1.1%	12%	-0.2%	i	0.4	10%
Cn1c(=O)oc2cc(S(=O)(=O)N3CCC(C(=O)N4CCN(c5ccc(F)cc5)CC4)CC3)ccc21	-4%	-1.1%	-24%	3%	-2.4%	-32%	-0.1%	i	4.3	-2%
CN(/N=C/c1ccncc1)c1cnc2ccccc2n1	3%	0.2%	-30%	-2%	4.0%	-56%	0.7%	i	0.6	-61%
Cc1ccc(S(=O)(=O)N2CCCC(C(=O)Nc3cccnc3)C2)cc1 (centres undefined)	-6%	-0.5%	-14%	4%	-9.7%	-2%	0.1%	i	1.2	14%
O=C1CNC(=S)N1Cc1ccc(Cl)cc1	13%	-1.4%	-3%	5%	-5.4%	39%	0.0%	i	0.4	1%
O=c1cc(CO)oc(C(Nc2cccc(C(F)(F)F)c2)c2ccccn2)c1O (centres undefined)	11%	4.3%	-12%	16%	-2.3%	12%	0.2%	i	1.7	7%
COc1ccc(-c2cnnc(N/N=C/c3ccc(O)c(O)c3)n2)cc1	-7%	12%	-23%	5%	-8.6%	2%	-0.2%	i	0.4	-28%
Cc1nn(-c2ccc(Cl)cc2Cl)c(=O)c2ccccc12	5%	-1.7%	-18%	5%	-2.4%	-2%	0.0%	i	5.5	10%
COC(=O)c1ccsc1NC(=O)c1ccc2c(c1)OCCO2	-11%	0.5%	-3%	4%	5.1%	-17%	-0.1%	i	2.6	7%
COc1ccc(NC(=O)CCOc2ccccc2)cc1	18%	-0.7%	x	11%	5.1%	-46%	0.1%	i	0.8	-82%
CSc1nc2ncc(C(=O)O)c(N)n2n1	7%	1.5%	-21%	-5%	-1.6%	21%	-0.5%	i	0.3	11%
COC(=O)CN1C(=O)[C@H]2[C@@H](/C=C/c3ccccc3)N3C(=O)CN(CC4CC4)C(=O)[C@@]3(Cc3ccccc3)[C@H]2C1=O	-2%	-0.5%	6%	-4%	x	-21%[20 µM]	-0.2%	i	0.8	6%
O=C(CCSCc1ccc(Cl)cc1)NCCc1ccccc1	4%	1.8%	-39%	2%	-0.8%	-3%	-0.2%	i	0.5	-1%
N#Cc1ccc(CSc2nnc(-c3ccncc3)o2)cc1	4%	0.0%	-5%	1%	-4.1%	10%	-0.2%	i	0.1	4%
OC(CNCc1ccco1)Cn1c2ccc(Br)cc2c2cc(Br)ccc21 (centres undefined)	-6%	-2.8%	-17%	-13%	2.3%	-29%	0.5%	i	11	-14%
COc1cccc(OC)c1C(=O)Nc1nnc(-c2ccc(F)cc2)s1	-1%	-0.7%	-21%	0%	4.0%	-35%[20 µM]	-0.3%	i	0.3	1%
COc1ccc2[nH]c3nc(SCc4nnc(-c5ccccc5)o4)nnc3c2c1	6%	1.7%	-7%	-6%	-0.2%	13%	-0.2%	i	2.3	18%
Cc1ccc(CCNS(=O)(=O)c2cc3c(cc2Cl)NC(=O)CO3)cc1	7%	0.2%	-22%	0%	-2.8%	-46%[20 µM]	0.0%	i	1.4	12%
CN(C)c1cc(-c2cccc([N+](=O)[O-])c2)oc(=O)c1Cl	-7%	-1.6%	-7%	-8%	2.0%	-30%	0.6%	i	0.2	-6%
CCOC(=O)c1cnc(N2CCN(c3ccccc3)CC2)[nH]c1=O	0%	1.2%	2%	-13%	0.9%	0%	-0.1%	i	0.4	-4%
CCn1c(N2CCN(S(=O)(=O)c3ccccc3C(F)(F)F)CC2)nc2ccccc21	6%	2.0%	8%	-12%	6.0%	2%	0.2%	i	0.3	-9%
O=C(NC1CCN(S(=O)(=O)c2ccccc2)CC1)c1ccc(F)cc1	-3%	-0.9%	1%	-9%	3.2%	-24%[20 µM]	0.8%	i	0.6	15%
Cc1ccc(/C=N/N=C2/NC(=O)C(CC(=O)N3CCOCC3)S2)cc1 (centres undefined)	-16%	0.2%	-30%	-12%	4.6%	-34%	-0.1%	i	0.4	-11%
N/C(=N\OC(=O)c1ccccc1[N+](=O)[O-])c1ccccn1	-2%	2.5%	-31%	25%	13%	10%	0.1%	i	0.4	-49%
Cc1nnc(SCC(=O)Nc2sc3c(c2C(N)=O)CCCC3)[nH]c1=O	x	6.3%	46%	0%	1.0%	-11%	0.0%	i	1.0	16%
COC(=O)CNC(=O)CNC(=O)c1nn(-c2ccc(OC)c(Cl)c2)c(=O)c2ccccc12	21%	-1.1%	5%	5%	2.8%	-34%	0.2%	i	0.9	8%
CC(=O)c1c(C(C)=O)c(C)n(-c2ccc(O)cc2)c1C	-2%	-2.3%	-5%	10%	-1.5%	-12%	-0.2%	i	0.9	16%
O=C(Cn1c(NCCO)nc2ccccc21)NCCc1ccccc1	6%	0.7%	-7%	0%	x	x	-0.1%	i	0.6	3%
COc1ccc(Cn2c(=O)oc3ccc(C)cc32)cc1	5%	0.2%	10%	13%	-3.1%	-22%[20 µM]	-0.1%	i	1.2	12%
Cc1cc(F)ccc1NC(=O)C(C)n1c2ccccc2c2nc(=O)cc(C)n21 (centres undefined)	10%	1.2%	7%	2%	3.9%	20%	0.3%	i	0.7	33%
COc1ccc(NC2c3ccccc3C(=O)N2Cc2ccc3c(c2)OCO3)cc1 (centres undefined)	2%	-1.8%	0%	-3%	2.5%	-18%	-0.1%	i	0.5	-14%

Reprinted from the part before: 2 entries, followed by the next part.
SMILES	GPR55 antagonists	HIV peptide binding	NOD1 NF-kB reporter	GPR35 antagonists	KOR beta-arrestin-1	KOR beta-arrestin-2	GPR55 activation	Myeloid diff 2	Myeloid diff 2 GFP+ MAC1+ %	HEK293 NOD2/NF-kB
Cc1cc(F)ccc1NC(=O)C(C)n1c2ccccc2c2nc(=O)cc(C)n21 (centres undefined)	10%	1.2%	7%	2%	3.9%	20%	0.3%	i	0.7	33%
COc1ccc(NC2c3ccccc3C(=O)N2Cc2ccc3c(c2)OCO3)cc1 (centres undefined)	2%	-1.8%	0%	-3%	2.5%	-18%	-0.1%	i	0.5	-14%
COc1cccc(Cn2c(=O)c3[nH]cnc3n(-c3ccccc3C)c2=O)c1	-12%	0.4%	13%	6%	-2.3%	7%	1.1%	i	0.5	11%
COC(=O)C1=NN(C(C)=O)C2(CC(=O)N(c3cccc(C)c3)C2=O)C1 (centres undefined)	4%	2.8%	-4%	14%	-0.7%	-10%	0.5%	i	0.8	-5%
Cc1ccc(C)c(NC(=O)Cn2nc(C)c3ccccc3c2=O)c1	2%	1.8%	-18%	-9%	-2.2%	-28%	-0.1%	i	1.0	-8%
CCOc1ccc(N(CC(=O)NC2CCCCC2)C(=O)CCC(=O)Nc2nc(C)cs2)cc1	-11%	1.6%	-10%	-2%	-4.3%	-14%	-0.2%	x	x	19%
CC(C)c1ccc2nc(SCC(=O)NCC3CCCO3)c(C#N)cc2c1 (centres undefined)	2%	1.8%	-22%	11%	0.3%	-41%	0.0%	x	x	-12%
O=C(COc1ccccc1-c1ccccc1)Nc1ccc(S(=O)(=O)NCc2ccco2)cc1	2%	2.3%	-50%	-8%	0.0%	4%	-0.1%	i	2.2	-12%
CCOc1ccc(NC(=O)CN(Cc2ccccc2)S(C)(=O)=O)cc1	12%	2.5%	-10%	-22%	-3.5%	24%	-0.3%	i	1.1	14%
CCOC(=O)C1(CC2CC2)CCN(Cc2ccc(O)c(Cl)c2)CC1	2%	0.7%	-28%	-9%	-0.4%	-16%	0.5%	x	x	-10%
CCCCN(Cc1ccccc1)C(=O)C1CCN(Cc2sccc2C)CC1	5%	3.2%	-21%	30%	4.8%	10%	-0.1%	i	0.5	-15%
O=C(NCC1CCCO1)c1cccs1 (centres undefined)	2%	-0.1%	-3%	3%	-4.7%	7%	0.1%	+	3.0*	-3%
CCCn1c(N)c(C(=O)CSc2nnnn2-c2ccc(O)cc2)c(=O)n(C)c1=O	0%	8.1%	-21%	10%	6.3%	-46%	-0.1%	i	2.4	14%
Cc1c(NC(=O)COC(=O)CCC(=O)c2ccc(Cl)cc2)c(=O)n(-c2ccccc2)n1C	3%	-0.3%	-41%	-5%	-0.2%	-10%	-0.2%	i	0.1	4%
COc1ccc(OCC(=O)Nc2ccccc2C(=O)Nc2ccc(C(=O)O)cc2)cc1	0%	5.7%	-15%	-12%	2.6%	-19%	-0.2%	i	3.5	13%
CCN(CC)S(=O)(=O)c1cc(NS(=O)(=O)c2cccc(Cl)c2Cl)ccc1C	-5%	13%	11%	3%	4.8%	-4%	0.0%	i	0.3	21%
CC(C)(C)c1cc(C(=O)CCN2CCOCC2)cc(C(C)(C)C)c1O	95%	0.4%	3%	-1%	-7.4%	8%	-0.3%	i	0.5	22%
O=C1CCN(CCc2ccccc2)CCN1[C@H](COc1ccccc1)c1ccccc1	-4%	1.4%	-11%	12%	-1.9%	-29%[20 µM]	1.9%	i	1.9	8%
c1cc(Nc2ncnc3sc4c(c23)CCC4)ccn1	4%	0.2%	-22%	4%	0.6%	-50%[20 µM]	-0.1%	i	0.9	0%
